MOR-DOR ag = agonists of human mu-delta opioid receptor heterodimerization; cells, OPRM1-OPRD1 heterodimerization, luminescence; activation, % at 9.3 µM; hit rate 0.3% among 340,000; in the data active = activation above about 18%;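 note: 0% = vehicle-treated cells and 100% = reference agonist; values of inactives mirror those of a sister screen read the other way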
OPRM1-OPRD1 inv = inverse agonists of human mu-delta opioid receptor heterodimerization. P35372+P41143. cell-based MOR-DOR heterodimer luminescence, inverse agonism. inhibition, % at 9.3 µM. hit rate 0.21% among 340,000; in the data active = inhibition above about 22%, passing the limit was not always enough;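 note: 0% = cells with DMSO and 100% = wells without cells with DMSO; values of inactives mirror those of a sister screen read the other way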
HTR5A inv ag = counter-screen for OPRM1-OPRD1 inverse agonists: human HTR5A inverse agonism | inhibition, % at 9.3 µM | HTR5A cell line, luminescence | P47898 | AID 504634 | hit rate 0.083% among 340,000; in the data active = inhibition mostly above about 23%, no sharp cut-off; inactive = mostly below about 18%;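 note: 0% = cells with DMSO and 100% = no-cell wells with DMSO; some compounds called inactive have numbers as strong as hits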
Target sequence (P47898 whole entry, looked up): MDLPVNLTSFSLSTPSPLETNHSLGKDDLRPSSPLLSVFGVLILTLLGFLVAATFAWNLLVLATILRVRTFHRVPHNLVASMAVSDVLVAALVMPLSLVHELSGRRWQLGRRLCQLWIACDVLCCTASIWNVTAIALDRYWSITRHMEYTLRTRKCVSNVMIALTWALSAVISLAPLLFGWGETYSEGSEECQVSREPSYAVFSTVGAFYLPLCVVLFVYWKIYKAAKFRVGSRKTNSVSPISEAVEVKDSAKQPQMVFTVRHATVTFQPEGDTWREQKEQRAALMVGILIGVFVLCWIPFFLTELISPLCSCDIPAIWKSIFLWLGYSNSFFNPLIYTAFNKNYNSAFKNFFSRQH
Mot1-301 SUMO = blocks SUMOylation pathway, rescuing yeast Mot1-301 growth. AID 2716. S. cerevisiae Mot1-301 growth rescue, ATP luminescence, 38.5C; percent above DMSO median, 100 means doubled. growth rescue, % at 18.8 µM. hit rate 1% among 320,000;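 active = every valid replicate shows activation above 250% relative to neutral control wells; inactive = the rest, any valid replicate at or below 250%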;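 note: OY570 slx delta 5 strain wells were the positive control but not used for scaling; some compounds called inactive have numbers as strong as hits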
PKA-R2B activ = PKA-R2B complex activation | PKA-R2B holoenzyme dissociation, Cy5-IP20 fluorescence polarization; R2B truncated from residue 108, S112A mutant; 0% DMSO only, 100% 113 µM cGMP | P22694+P31323 | activation, % at 11.4 µM | hit rate 0.079% among 340,000;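 active = activation above a cutoff set at the mean over all compounds plus 3 SD, cut at about 18% in these data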;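 note: higher means more holoenzyme dissociation and a rise in polarization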
Target sequence (P31323 whole entry, looked up, other chains not shown, the tested form may be a part): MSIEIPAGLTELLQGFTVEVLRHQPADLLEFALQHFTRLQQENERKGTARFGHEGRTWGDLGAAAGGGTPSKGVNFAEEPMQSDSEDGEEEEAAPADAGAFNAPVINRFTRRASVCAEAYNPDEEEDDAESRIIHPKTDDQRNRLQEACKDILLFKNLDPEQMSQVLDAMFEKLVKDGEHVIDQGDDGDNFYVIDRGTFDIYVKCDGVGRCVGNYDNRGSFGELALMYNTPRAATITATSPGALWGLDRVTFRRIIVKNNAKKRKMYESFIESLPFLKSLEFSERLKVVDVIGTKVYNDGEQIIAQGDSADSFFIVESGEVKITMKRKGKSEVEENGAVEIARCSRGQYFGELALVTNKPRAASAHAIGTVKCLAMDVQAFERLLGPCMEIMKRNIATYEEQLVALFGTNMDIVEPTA
Ecoli viability = counter-screen for AddAB inhibitors: E. coli growth inhibition; inhibition, % at 11.9 µM; hit rate 0.27% among 330,000; E. coli V3065 growth, OD600 absorbance, 18 h;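 active = inhibition above the campaign's mean inhibition across all tested compounds plus 3 SD, cut at about 9.9% in these data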;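 note: uninfected addAB+ strain grown without phage in ampicillin broth; 0% = DMSO wells and 100% = ciprofloxacin 0.95 µg/ml wells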
phage Ecoli inh = E. coli growth loss with phage present; inhibition, % at 11.9 µM; growth absorbance; hit rate 0.26% among 360,000; AID 651602; in the data active = inhibition above about 11%
PKA-R1A activ = activates the PKA-R1A holoenzyme complex; P00514+P68181; PKA-R1A dissociation, Cy5-IP20 fluorescence polarization; scaled: DMSO 0%, 113 µM cGMP 100%; activation, % at 11.4 µM; hit rate 0.083% among 340,000;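 active = percent activation above the mean of all tested compounds plus 3 SD, cut at about 19% in these data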;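 note: higher means more PKAc released from R1A so a rise in polarization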
PfHsp90 yeast 2 = reduces growth (ATP signal) of yeast expressing P. falciparum Hsp90 | inhibition, % at 9.4 µM | hit rate 0.32% among 310,000 | AID 504621 | S. cerevisiae expressing PfHsp90, BacTiter-Glo ATP, 48 h; yeast lacking PDR1 and PDR3 efflux regulators;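 active = every replicate shows inhibition above about 80%, whatever the replicate mean, limit read from the data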;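 note: 0% = DMSO neutral controls and 100% = 20 µM radicicol positive controls; yeast relying on Plasmodium falciparum Hsp90 in place of its own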
Tat transport = E. coli Tat transport inhibition; AID 488895; hit rate 0.036% among 340,000; E. coli MC4100 TorA-mCherry Tat export, fluorescence; inhibition, % at 10 µM;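 active = mean replicate inhibition at least 50% and at least half of replicates individually reaching 50%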;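 note: exported cargo escapes ClpAP degradation while cytoplasmic cargo is degraded and loses fluorescence; 0% = median of neutral control wells and 100% = median of NaSCN control wells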
AddAB inh = less growth of phage-infected E. coli with AddAB; E. coli expressing H. pylori AddAB, absorbance growth; inhibition, % at 11.9 µM; hit rate 0.29% among 330,000; AID 435030; in the data active = inhibition above about 12%;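 note: 0% = vehicle wells of infected cells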
Active calls of the source: *; i = inactive; . = no result given.

SMILES | MOR-DOR ag | OPRM1-OPRD1 inv | HTR5A inv ag | Mot1-301 SUMO | PKA-R2B activ | Ecoli viability | phage Ecoli inh | PKA-R1A activ | PfHsp90 yeast 2 | Tat transport | AddAB inh
CC1C=CCC2C(=O)N(c3cccc(C(=O)Nc4ccc(F)cc4)c3)C(=O)C12 (stereo unspecified) | 0.0 | 0 | 0 | -2 | -10 | 2.4 | -0.3 | -5 | 4 | 5 | -0.5
c1ccc(-c2ncc(-c3ccn[nH]3)s2)cc1 | -1.9 | 10 | -1 | -5 | 8 | -0.3 | 3.1 | -7 | -43 | 2 | 0.9
CCC(/C=C1\Sc2ccc(OC)cc2N1CCO)=C\c1sc2ccc(OC)cc2[n+]1CCO | -1.5 | 8 | 7 | -5 | -21 | -2.7 | 2.4 | 5 | 49 | i | -0.8
COc1ccc(N2CCN(C(=O)c3cc4ccccc4o3)CC2)cc1 | -1.1 | 6 | -3 | -2 | 6 | -1.6 | 0.4 | -5 | 4 | 1 | -2.2
COc1cc(OC)cc(C(=O)NC2CCN(CC(=O)Nc3cccc4ccccc34)CC2)c1 | -3.3 | 18 | -18 | . | -12 | -0.2 | -0.1 | -7 | 12 | -1 | 0.3
O=C(NCc1ccccc1Cl)c1ccc2ccccc2n1 | 4.2 | -26 | -25 | -7 | 2 | 1.1 | 0.1 | -1 | -5 | 6 | 1.2
O=C(c1ccco1)N(Cc1ccc(Cl)cc1)Cc1ccco1 | 1.4 | -7 | -7 | 8 | -6 | 1.1 | -0.6 | -11 | -20 | 4 | 5.7
CCN(/C=N/c1sc2c(c1C#N)CC(C)(C)NC2(C)C)CC | 1.4 | -8 | -31 | -2 | -6 | 0.7 | 1.2 | 16 | 12 | 5 | 0.4
CCN1/C(=C2/SC(=S)N(NC(C)=O)C2=O)Sc2ccc(OC)cc21 | -2.4 | 12 | 13 | 0 | 4 | -2.5 | 0.2 | 6 | 5 | -6 | 1.8
O=C(CSc1nc2ccccc2o1)NCCOc1ccccc1 | 1.6 | -9 | 5 | -3 | 9 | -0.8 | 2.9 | 1 | . | 4 | 0.0
CC(=O)c1ccc(NC(=O)CN2c3cccc4cccc(c34)S2(=O)=O)cc1 | 1.6 | -8 | -21 | 0 | -10 | -0.9 | 3.3 | 1 | 17 | 7 | -1.1
COCCNc1c(-c2cc3ccc(C)c(C)c3[nH]c2=O)nc2ccccn12 | -0.5 | 2 | -10 | 181 | -7 | 1.1 | -0.5 | -3 | -24 | -1 | 2.0
O=C(O)CSc1nc(-c2cccs2)cc(C(F)(F)F)n1 | . | . | . | -8 | . | -1.6 | 1.2 | . | -11 | -4 | 0.3
CCN(CCNS(=O)(=O)c1ccc2[nH]c(=O)sc2c1)c1ccccc1 | -0.5 | 3 | -4 | 2 | 0 | -2.0 | 0.8 | 3 | -38 | 6 | -0.8
COC(=O)c1sccc1S(=O)(=O)NCc1ccc(S(N)(=O)=O)cc1 | -0.1 | 0 | 1 | 8 | 0 | -3.4 | -0.7 | -9 | -4 | -5 | -0.1
S=c1nc2ccccc2c2nc(-c3cccnc3)[nH]n12 | -3.0 | 16 | -21 | 127 | -1 | -0.6 | 1.2 | 1 | 8 | 3 | -0.5
CN=C1SC(CC(=O)Nc2ccc(F)cc2F)C(=O)N1/N=C(\C)c1cccc(OCC(=O)O)c1 (stereo unspecified) | -1.3 | 6 | 9 | 2 | 6 | -1.4 | 0.5 | 4 | -3 | 16 | 0.1
Cc1cc(C)n2c(SCC(=O)N(C)C3CCCCC3)nnc2n1 | -1.9 | 9 | 3 | -4 | 4 | 1.0 | 2.3 | 5 | 11 | 2 | 3.0
CC1C(=O)Nc2ccccc2N1C(=O)c1c(F)cccc1F (stereo unspecified) | -4.3 | 20 | -9 | 6 | -20 | -1.2 | 0.6 | -4 | 12 | -6 | -1.1
CCOc1cc(CNC(CC)CO)ccc1OCC(=O)Nc1cccc(C(F)(F)F)c1 (stereo unspecified) | -0.5 | 2 | 0 | . | 0 | 4.5 | 4.3 | -11 | -14 | -5 | -1.2
N#Cc1ccc(S(=O)(=O)N2CCCN(c3ccc(C(F)(F)F)cn3)CC2)cc1 | . | . | . | 158 | . | 4.0 | 0.0 | . | -4 | -4 | 3.8
Cc1nc(Nc2nc3ccccc3o2)nc(C)c1C | -1.6 | 7 | 6 | 174 | -13 | -0.6 | 1.9 | -3 | 15 | 12 | 1.9
Cc1ccc(S(=O)(=O)CCc2nnc(N)s2)cc1 | -2.9 | 16 | -21 | -6 | -7 | -0.8 | 0.3 | -2 | . | -3 | 1.8
Cc1ccc(N=C2NC(=O)/C(=C/C=C/c3ccco3)S2)cc1C | 5.9 | -33 | -14 | -8 | 2 | -1.7 | 0.3 | 8 | 3 | -25 | 0.7
O=C(CN1CCCC1)Nc1cc(F)ccc1F | -4.8 | 22 | -1 | 4 | 5 | 0.8 | 3.0 | -2 | -14 | -6 | 2.5
Cc1ccc(S(=O)(=O)N2CCCC(C(=O)NCCC(C)C)C2)cc1 (stereo unspecified) | -0.1 | 1 | 5 | . | -15 | 1.3 | -1.7 | -2 | -24 | -1 | 2.3
COc1cccc(CC(=O)Nc2ccc(F)c(S(=O)(=O)N3CCOCC3)c2)c1 | -1.4 | 7 | -1 | . | 4 | . | 1.2 | -3 | -1 | -4 | .
O=C(O)c1ccc(S(=O)(=O)N2CCCc3ccccc32)cc1 | -0.8 | 5 | 12 | 9 | 5 | 0.5 | 1.0 | 8 | 9 | -9 | 2.4
Cc1ccccc1OCC(=O)NCCN1CCCC1 | -0.2 | 1 | 2 | -9 | 7 | -0.7 | 3.0 | -5 | 13 | -6 | 1.7
CCOc1ccccc1Nc1nc(-c2sc(NC(=O)c3cccc(Cl)c3)nc2C)cs1 | -0.4 | 2 | 12 | -1 | 8 | -1.4 | 2.5 | -5 | 6 | -4 | -0.9
COc1cccc(-c2cc(C(=O)N3CCOCC3)no2)c1 | -0.2 | 2 | -3 | 5 | -9 | 1.1 | 1.8 | 5 | -78 | -3 | 1.4
CN(CC(=O)Nc1ccccc1Br)C(=O)CCC1CCCC1 | -1.7 | 9 | 8 | -9 | -5 | -0.4 | 1.0 | -12 | 4 | 2 | 0.6
COc1ccccc1N1CCN(S(=O)(=O)c2ccc3c(c2)NC(=O)C(C)S3)CC1 (stereo unspecified) | 2.7 | -14 | -6 | -3 | 8 | -1.8 | 1.0 | 2 | -37 | 5 | 3.4
COc1ccc(OCC(N)=O)cc1 | -1.6 | 8 | 1 | 26 | -16 | 0.8 | 1.8 | -3 | 2 | -4 | 0.8
CN1CCCC2(CCCN(Cc3nc(Cc4cccc(C(F)(F)F)c4)no3)C2)C1 (stereo unspecified) | 0.5 | -2 | -7 | -21 | 3 | 0.5 | 2.1 | -2 | 2 | -9 | -3.1
CC(=O)Oc1ccc2c(C)cc(=O)[nH]c2c1 | -2.9 | 17 | 4 | -8 | -7 | -0.5 | 3.0 | -5 | 1 | -3 | 2.2
COc1ccc2nc(NC(=O)CCNC(=O)c3ccco3)sc2c1 | -1.6 | 6 | 3 | -17 | -13 | 14* | 12* | 3 | 23 | -9 | 16*
CCC1CCc2c(n(C)c3ccccc3c2=O)O1 (stereo unspecified) | -1.7 | 9 | 5 | -2 | -2 | -1.3 | 7.3 | -5 | -30 | -7 | 0.5
C/C(=N\NC(=O)c1cc(-c2cccc(OC(C)C)c2)nc2ccccc12)c1cccnc1 | 0.3 | -2 | -4 | 1 | 0 | . | 2.6 | -4 | 16 | -5 | .
CC(=O)NCc1cn2c(C)csc2n1 | -0.4 | 2 | -1 | 179 | 3 | 0.2 | 1.1 | -6 | 7 | 1 | -0.6
COCCn1c(=O)[nH]c2cc(C(=O)N3CCN(c4cccc(Cl)c4)CC3)ccc2c1=O | -0.7 | 4 | 6 | 1 | 5 | -0.1 | -1.5 | -3 | -21 | 3 | 4.2
CN1CCOC(=O)/C1=N/Nc1cc(Cl)ccc1Cl | 2.7 | -14 | 6 | 76 | -1 | -1.2 | 3.0 | 4 | -10 | -5 | -1.3
Cc1cccc2c(CCNC(=O)c3ccc([N+](=O)[O-])cc3)c[nH]c12 | 5.7 | -31 | -23 | 7 | 4 | -0.5 | 3.3 | 4 | -7 | 9 | 3.9
CCN(CC)c1ccc(-c2nnc(SCC(=O)N(CCOC)c3c(N)n(CC(C)C)c(=O)[nH]c3=O)o2)cc1 | -2.0 | 13 | -5 | 0 | -2 | 0.3 | 2.8 | 6 | 26 | 5 | 0.2
Cc1nc(N2CCCC2C(=O)O)c2oc3ccccc3c2n1 (stereo unspecified) | -1.4 | 8 | -2 | -13 | 2 | 2.4 | -0.1 | -5 | -18 | 4 | 3.8
CN(C1CCCCC1)S(=O)(=O)CCNC(=O)c1ccccc1 | -1.0 | 5 | -4 | -12 | -4 | 1.1 | -1.3 | -5 | . | 2 | -0.1
COc1ccccc1N1CCN(C2CCCN(C(=O)CCc3c(C)noc3C)C2)CC1 (stereo unspecified) | -2.1 | 11 | 22 | -8 | -7 | 0.6 | 2.7 | 1 | 2 | -5 | 4.2
COc1ccc(S(=O)(=O)n2[nH]c(=O)c(CCO)c2C)cc1 | -2.4 | 13 | 2 | -8 | 2 | -1.3 | -1.9 | 13 | -1 | 4 | 1.3
CCOc1cc(/C=N/NC(=O)c2cc(-c3ccccc3)nc3ccccc23)ccc1O | -0.2 | 1 | 7 | 15 | 2 | -0.9 | 0.9 | -5 | -28 | -2 | 0.4
CCOCCCn1c(=S)[nH]c2cc(C(=O)N3CCC(C(N)=O)(N4CCCCC4)CC3)ccc2c1=O | -1.8 | 9 | -11 | 5 | 1 | 0.0 | -4.1 | 4 | . | -17 | 1.3
Carrying on:
SMILES | MOR-DOR ag | OPRM1-OPRD1 inv | HTR5A inv ag | Mot1-301 SUMO | PKA-R2B activ | Ecoli viability | phage Ecoli inh | PKA-R1A activ | PfHsp90 yeast 2 | Tat transport | AddAB inh
O=C(COC(=O)CNC(=O)c1ccccc1F)Nc1nnc(-c2ccccc2)o1 | -0.6 | 4 | 10 | -5 | -4 | 0.8 | 0.2 | -14 | 7 | 2 | -6.5
NS(=O)(=O)c1cccc(NC(=S)NC(=O)C23CC4CC(CC(C4)C2)C3)c1 | 6.2 | -38 | 3 | 7 | 13 | 0.9 | 3.7 | 0 | -11 | 3 | 3.2
COCCn1c(SCC(=O)Nc2nc3ccccc3s2)nnc1-c1ccoc1C | -2.9 | 18 | -8 | 601* | 9 | 0.0 | -0.5 | 7 | 12 | -5 | 1.6
CCc1noc(C)c1C(=O)Nc1cc(S(=O)(=O)N2CCCCC2)ccc1N(C)C | 0.4 | -3 | -4 | 0 | 0 | 0.8 | 2.3 | -9 | 9 | 1 | -1.4
NCC1OC(n2cnc3c(N)ncnc32)CC1O (stereo unspecified) | -1.1 | 5 | 1 | . | 6 | . | 1.0 | 10 | 9 | 3 | .

An unsorted share of the library; overall some 2.2% were active at least once.
